Pol beta inh – qHTS Assay for Inhibitors of DNA Polymerase Beta; Potency, µM (series often up to 114 µM), for inactives: at the highest dose activity change, negative = inhibition, most hits filed as inhibitors; 340,000 tested, 1.3% active; Pol beta primer extension/strand displacement, fluorescence kinetic; AID 485314, 2010; P06746; note: potency is the fitted concentration of half-maximal effect; % is set by controls: 0 for no effect and ±100 for the full control effect
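Enzyme-only controls used 10 nM Pol beta; buffer lacking enzyme served as negative control. Compound preincubated 15 min, then 50 nM substrate added; 0 and 10 min reads at room temperature.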
Anesthetic bind – qHTS Assay for Identification of Novel General Anesthetics. Ferritin light chain (Equus caballus), P02791. apoferritin/1-aminoanthracene competitive binding, fluorescence. Potency, µM (titrated, usually from 77.5 µM), inactives show at the highest dose activity change, negative = displacement, most hits filed as inhibitors. 350,000 tested, 0.074% active; note: potency is the fitted concentration of half-maximal effect; % is set by controls: 0 for no effect and ±100 for the full control effect; nearly all actives have a fitted effect of over 20% in size
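Probe: 1-aminoanthracene (50% saturated, PBS). Protein: horse-spleen apoferritin, 10 uM. Incubation: 10 min, room temperature. Detection: 380 nm excitation, 535 nm emission. Analysis: normalized response, four-parameter Hill.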
Glioma ERSR ind – qHTS for Inducers of the Endoplasmic Reticulum Stress Response (ERSR) in Human Glioma: qHTS | U87-MG GRP78 promoter luciferase reporter, 16 h | Potency, µM, for inactives: at the highest dose activation, hits mostly activators | 420,000 tested, 0.02% active | AID 602332, 2012; note: potency is the fitted concentration of half-maximal effect; series mostly up to about 76 µM; % of control where 0% means no effect; nearly all actives have a fitted effect of over 35% in size
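Stably transfected U87-MG glioma cells carrying a GRP78-based luciferase sensor; 16 h compound incubation. Luminescence end-point read 10 min after Bright-Glo addition at room temperature.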
APE1 inh – qHTS Assay for Inhibitors of the Human Apurinic/apyrimidinic Endonuclease 1 (APE1); Potency, µM (series often up to 65.8 µM), without a hit: top-dose activity change, negative = inhibition, actives largely listed as inhibitors; AID 2517, 2012; DNA repair nuclease/redox regulator APEX1 (Homo sapiens), P27695; 350,000 tested, 0.35% active; recombinant APE1, TAMRA/BHQ-2 abasic DNA cleavage fluorescence;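 note: potency is the fitted concentration of half-maximal effect; plate controls were vehicle for no effect and reference inhibitor for full effect; nearly all actives have a fitted effect of over 55% in size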
Target sequence (P27695 whole entry, looked up): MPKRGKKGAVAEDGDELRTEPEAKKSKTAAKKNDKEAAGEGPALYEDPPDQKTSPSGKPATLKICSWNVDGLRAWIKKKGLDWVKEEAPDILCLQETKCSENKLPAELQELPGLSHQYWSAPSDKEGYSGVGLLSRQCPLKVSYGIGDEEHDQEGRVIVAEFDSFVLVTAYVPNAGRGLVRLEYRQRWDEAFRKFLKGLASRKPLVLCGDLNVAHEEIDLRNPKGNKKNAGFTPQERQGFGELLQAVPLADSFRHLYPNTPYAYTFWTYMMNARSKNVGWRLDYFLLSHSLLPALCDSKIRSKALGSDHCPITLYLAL
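APE1 at 0.75 nM preincubated 15 min at room temperature with compound. Reaction then started with 50 nM double-stranded THF-abasic substrate labelled with TAMRA/BHQ-2, and 525/598 nm fluorescence read kinetically. Activity taken as third-minus-first read difference, normalized to DMSO and NSC13755 controls.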
POLK inh – qHTS for Inhibitors of Polymerase Kappa | AID 588579, 2011 | 400,000 tested, 0.53% active | purified Pol kappa, fluorescent DNA synthesis assay, 10 min | DNA polymerase kappa (Homo sapiens), Q9UBT6 | Potency, µM (highest dose often 107 µM), inactives show top-dose activity, negative = inhibition, hits mostly inhibitors; note: potency is the fitted concentration of half-maximal effect; % is set by controls: 0 for no effect and ±100 for the full control effect
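Here, compound and 10 nM enzyme are combined for 15 min at room temperature; adding 50 nM substrate (final) starts DNA synthesis, tracked by fluorescence at 0 and 10 min against buffer-only wells.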
POLH inh – qHTS for Inhibitors of Polymerase Eta. DNA polymerase eta (Homo sapiens), Q9Y253. recombinant Pol eta, fluorescent DNA replication assay. Potency, µM (doses to about 114 µM), for the others: top-dose activity change, negative = inhibition, usual class: inhibitors. 390,000 tested, 1.2% active. AID 588591, 2011; note: potency is the fitted concentration of half-maximal effect; % is set by controls: 0 for no effect and ±100 for the full control effect
Target sequence (Q9Y253 whole entry, looked up): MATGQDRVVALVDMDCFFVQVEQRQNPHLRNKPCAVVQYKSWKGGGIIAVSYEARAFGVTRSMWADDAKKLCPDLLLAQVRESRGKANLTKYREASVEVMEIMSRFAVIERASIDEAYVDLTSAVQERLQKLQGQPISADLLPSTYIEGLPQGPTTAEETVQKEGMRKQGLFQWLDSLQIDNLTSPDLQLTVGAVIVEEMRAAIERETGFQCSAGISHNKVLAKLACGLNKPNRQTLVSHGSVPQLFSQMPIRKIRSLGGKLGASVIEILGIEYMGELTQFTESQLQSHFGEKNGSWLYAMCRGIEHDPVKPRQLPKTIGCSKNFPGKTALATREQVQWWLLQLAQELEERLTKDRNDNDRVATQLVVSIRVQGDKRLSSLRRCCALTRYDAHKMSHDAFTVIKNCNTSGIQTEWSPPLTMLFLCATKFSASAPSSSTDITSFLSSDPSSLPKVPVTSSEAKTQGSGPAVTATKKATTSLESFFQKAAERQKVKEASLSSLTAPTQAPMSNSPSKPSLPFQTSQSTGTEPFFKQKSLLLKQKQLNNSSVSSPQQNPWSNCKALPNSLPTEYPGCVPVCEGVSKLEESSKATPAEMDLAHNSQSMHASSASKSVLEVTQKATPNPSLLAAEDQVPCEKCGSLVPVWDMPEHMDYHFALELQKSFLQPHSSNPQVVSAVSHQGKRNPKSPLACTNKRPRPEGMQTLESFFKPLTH
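Pol eta at 10 nM preincubated with compounds 15 min at room temperature; reaction started with fluorescent substrate (50 nM final) and read kinetically at 0 and 10 min.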
LDHA block – qHTS assay for inhibitors of human lactate dehydrogenase; L-lactate dehydrogenase A chain (Homo sapiens), P00338; purified LDHA, NADH/diaphorase-resazurin fluorescence; active compounds read low; activity change, % (values are at about 110 or 230 µM); 480,000 tested, 0.15% active; in the data active = activity change below about -30%; inconclusive = mostly about -25% to -30%;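 note: plate controls were DMSO wells for no effect and wells without enzyme for full effect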
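Human LDH5 (2 nM) was incubated with 0.06 mM NADH and 0.2 mM pyruvate for 5 min at room temperature in Tris pH 7.4. Remaining NADH was coupled through diaphorase/resazurin, and resorufin fluorescence was read at 0 and 20 min.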
BLM inh – qHTS Assay for Inhibitors of Bloom's syndrome helicase (BLM). RecQ-like DNA helicase BLM (Homo sapiens), P54132. recombinant BLM DNA unwinding, fluorescence dequenching. Potency, µM (highest dose often 56.1 µM), for the others: top-dose activity change, negative = inhibition, most hits filed as inhibitors. 350,000 tested, 0.2% active;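 note: potency is the fitted concentration of half-maximal effect; plate controls were vehicle for no effect and no enzyme for full effect; nearly all actives have a fitted effect of over 35% in size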
Pol iota inh – qHTS for Inhibitors of Polymerase Iota; DNA polymerase iota (Homo sapiens), Q9UNA4; Pol iota fluorescent replication assay, 10 min; Potency, µM (titrated, usually from 115 µM), for inactives: at the top dose activity, negative = inhibition, actives largely listed as inhibitors; 390,000 tested, 1% active; AID 588590, 2011; note: potency is the fitted concentration of half-maximal effect
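Pol iota at 10 nM preincubated 15 min with compounds at room temperature; reaction started with fluorescent substrate, 50 nM final. Fluorescence read kinetically at 0 and 10 min; buffer-only wells as negative control.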
Starred values were filed as active, the others as inactive; ? = inconclusive; nt = not tested or not shown; & = joins results of further samples; [ ] = remark or other dose. Unless noted, calls come from the whole dose curve; as a rule, active = well fitted curve in the direction sought with a large enough effect; inconclusive = small, poorly fitted or top-dose-only effect, or another doubt; inactive = no such curve, though single readings can be large; an effect the other way counts as inactive or inconclusive. These rows are one share of the data; count on the stated rates, not on these rows.

Values in the order – Pol beta inh	Anesthetic bind	Glioma ERSR ind	APE1 inh	POLK inh	POLH inh	LDHA block	BLM inh	Pol iota inh
- O=C(NC1CCCCC1)c1cc(Cl)nc2ccccc12
→ 33%	9%	-6%	27%	-14%	-15%	-8	2%	8%
- Cc1cc(S(=O)(=O)N2CCOCC2)ccc1OCC(=O)NCc1ccccn1
→ 1%	-11%	-5%	-15%	-23%	-24%	-7	2%	137%[activator]
- CC1=C(C(=O)OC2CCCCC2)C(c2ccc(C)o2)C2=C(CC(C)(C)CC2=O)N1 (stereo unspecified)
→ 8%	-9%	1%	15%	-1%	-8%	3	-6%	-6%
- O=C(NNC(=S)Nc1ccc(Cl)cc1Cl)C1CC1
→ 2%	-10%	2%	0%	3%	-21%	-2	-3%	17%
- O=C(Nc1ccc2c(c1)OCCO2)C1CCN(C(=O)c2ccc(F)cc2)CC1
→ 0%	-11%	2%	-2%	-5%	0%	2	1%	?
- Cc1ccc(NC(=O)C(c2ccc(Cl)cc2)N2CCOCC2)cc1 (stereo unspecified)
→ 21%	-2%	-1%	7%	-8%	-15%	-3	-6%	15%
- CCN1CCN(CC(O)COCc2ccccc2)CC1 (stereo unspecified)
→ 34%	-6%	1%	-6%	-5%	-6%	-9	0%	-3%
- O=C(O)C(Cc1ccccc1-c1ccccc1)C(=O)O
→ -10%	4%	-5%	15%	-4%	-15%	-2	1%	16%
- COc1ccc(N2CCN(C(=O)c3nc4nc(C)cc(C)n4n3)CC2)cc1
→ ?	0%	-4%	-5%	-11%	-10%	-4	0%	83%[activator]
- CCN(Cc1ccccc1)Cc1nnnn1Cc1ccccc1
→ -1%	-12%	-6%	-6%	-4%	-19%	-1	-3%	4%
- CN(C)c1cnn(-c2ccccc2)c(=O)c1Cl
→ 4%	-10%	3%	8%	-9%	-3%	-11	0%	14%
- COc1cc(OC)c(C(=O)OCC(=O)Nc2ccc(S(=O)(=O)N3CCOCC3)cc2)cc1OC
→ nt	nt	-1%	13%	3%	-18%	-3	nt	12%
- Cc1ccc(CNC(=O)CS(=O)Cc2nc(-c3ccccc3Cl)oc2C)cc1 (stereo unspecified)
→ 17%	?	-4%	25%	6%	-13%	1	1%	21%
- COc1cc2cc(CN(CCc3ccccc3C)C(=S)NCCCN3CCOCC3)c(=O)[nH]c2cc1OC
→ 4%	-16%	-2%	-6%	3%	-19%	0	-7%	18%
- COc1ccc(-n2cc(CNCCc3cscn3)c(-c3ccccc3Cl)n2)cc1
→ 7%	-10%	-2%	-6%	4%	-6%	-3	-1%	18%
- Cc1nc(SCC(=O)N2CCN(C(=O)c3cccs3)CC2)c2c(C)c(C)sc2n1
→ nt	nt	4%	36%	-6%	-16%	0	nt	2%
- O=C(Nc1ccc2nc(-c3cccnc3)[nH]c2c1)c1ccccc1F
→ -9%	-13%	0%	-5%	-13%	-18%	-8	-3%	7%
- Cc1cc(NC(=O)COC(=O)c2ccc(S(=O)(=O)C(F)F)cc2)n(-c2ccccc2)n1
→ nt	nt	-1%	8%	-7%	-25%	-6	nt	42%[activator]
- O=C(C(c1ccccc1)c1ccccc1)N1CCN(c2ccccn2)CC1
→ 0%	-1%	-1%	13%	14%	-5%	2	-5%	22%
- O=C(O)/C=C\C(=O)Nc1ccc(N2CCN(c3ccc(Cl)cc3)CC2)cc1
→ 2%	-15%	1%	-7%	5%	-5%	9	-6%	10%
- Nc1nn(-c2ccccc2)nc1C(=O)OCc1c(F)cccc1Cl
→ 12%	-10%	2%	nt	7%	-13%	-4	-12%	14%
- O=C(NCc1ccc2c(c1)OCO2)c1nc(Cn2ccc([N+](=O)[O-])n2)no1
→ -10%	-17%	-5%	39%	-2%	-19%	-4	-3%	117%[activator]
- Cc1ccc2nc(C)cc(C(=O)OCC(=O)c3ccc(Cl)c([N+](=O)[O-])c3)c2c1
→ 10%	?	5%	-1%	-10%	-3%	-1	-7%	8%
- CCOC(=O)c1cnc2c(C#N)c(C)nn2c1C
→ 38%	-15%	-11%	11%	2%	5%	-3	-2%	8%
- CC(C)(C)OC(=O)CNC(=O)c1[nH]cnc1C(=O)NCCCCCN
→ nt	nt	-2%	34%	2%	2%	1	nt	2%
- COc1ccc(-c2ccc(CCC(=O)O)n2NC(=O)c2ccc(O)cc2)cc1
→ 14%	-5%	-3%	0%	14%	-13%	0	-3%	16%
- CC1CCN(C(=O)C2CCCN2S(=O)(=O)c2ccc(Cl)cc2)CC1 (stereo unspecified)
→ 30%	-8%	-4%	87%[activator]	-3%	-8%	-3	2%	17%
- COc1ccc(/C=C2\SC(=S)N(CCC(=O)Nc3cccc(C(=O)O)c3)C2=O)cc1OC
→ 71µM*	5%	1%	-37%	-15%	?	-2	-13%	?
- Cc1ccccc1C(=O)Nc1ccccc1-c1nc(-c2ccccc2)no1
→ -7%	2%	0%	nt	-8%	-9%	-6	-2%	-25%
- CN(C)c1ccc(/C=C2\CCc3ccccc32)cc1
→ nt	nt	-1%	nt	5%	nt	0	nt	-11%

2 compounds drawn at random from those above:
Values in the order – Pol beta inh	Anesthetic bind	Glioma ERSR ind	APE1 inh	POLK inh	POLH inh	LDHA block	BLM inh	Pol iota inh
- Cc1cc(NC(=O)COC(=O)c2ccc(S(=O)(=O)C(F)F)cc2)n(-c2ccccc2)n1
→ nt	nt	-1%	8%	-7%	-25%	-6	nt	42%[activator]
- CN(C)c1ccc(/C=C2\CCc3ccccc32)cc1
→ nt	nt	-1%	nt	5%	nt	0	nt	-11%

Next section.
Values in the order – Pol beta inh	Anesthetic bind	Glioma ERSR ind	APE1 inh	POLK inh	POLH inh	LDHA block	BLM inh	Pol iota inh
- Cc1cccc(OCCC(=O)NCC(c2ccccc2)N(C)C)c1 (stereo unspecified)
→ 1%	-12%	-1%	1%	-21%	0%	-9	1%	-6%
- O=C(O)c1cc2cc(Cl)ccc2[nH]1
→ nt	8%&-8%	-5%&-8%&-4%	0%&2%	-6%	-10%	-14	3%&3%	0%
- Cc1ccc(S(=O)(=O)N2CCOCC2)cc1C(=O)OCC(=O)NC1CC1
→ nt	nt	-2%	-2%	-19%	1%	-4	nt	-21%
- Cc1ccc(-n2ccc(=O)c(C(=O)O)n2)cc1
→ 6%	8%	0%	-8%	10%	-10%	-1	-4%	-22%
- Nc1nc(SCC(=O)NCc2ccco2)[nH]c(=O)c1-c1ccccc1
→ 1%	-9%	-3%	-4%	0%	-4%	1	-2%	-39%
- Cc1nc(-c2cccc(NC(=O)C(C)Oc3ccccc3)c2)cs1 (stereo unspecified)
→ -11%	-21%	-1%	4%	-4%	28µM*	-4	-1%	?
- CCS(=O)(=O)N1CCN(Cc2ccc([N+](=O)[O-])cc2)CC1
→ 12%	0%	-6%	4%	2%	-13%	-23	8%	8%
- CSC1=C(C#N)C(c2ccccc2C)C(C#N)=C(N)N1 (stereo unspecified)
→ -7%	-22%	-2%	0%	-7%	-20%	-36*	-4%	1%
- N#Cc1ccsc1NC(=O)C1CCN(C(=O)c2ccc(F)cc2)CC1
→ nt	nt	-2%	-5%	-10%	?	0	nt	22%
- COc1ccc(C2(C(=O)NCCN3CCOCC3)CCOCC2)cc1
→ -10%	1%	-3%	-2%	1%	-6%	-2	-2%	-9%
- CCC(O)CNc1nc(-n2nc(C)cc2C)nc2sc3c(c12)CC(C)(C)OC3 (stereo unspecified)
→ 41%	-4%	-1%	-1%	-4%	-5%	1	-1%	7%
- CN1CCC[C@@H](CC2c3ccccc3Sc3ccccc32)C1
→ nt	-17%[29.3 µM]	-3%	nt	3%[19.4 µM]	nt	nt	-4%[21.4 µM]	nt
- COCCNC(=O)Cn1cnc2c1c(=O)n(C)c(=O)n2C
→ -3%	-5%	-5%	-2%	-2%	-1%	-5&5	2%	16%
- C[C@H](NC(=O)[C@H]1N2C(=O)c3ccccc3C2SC1(C)C)C(=O)N1CCC[C@H]1C(=O)O (stereo partly specified)
→ -4%	-8%	0%	28%	2%	-15%	-1	0%	-9%
- CN(C)c1nc(F)c(F)c(S(=O)(=O)c2ccccc2)c1F
→ 36%	-11%	8%	?	-7%	-13%	2	0%	134%[activator]
- CC1Sc2ccc(S(=O)(=O)CCC(=O)N3CCN(c4ccccc4)CC3)cc2NC1=O (stereo unspecified)
→ -19%	-2%	2%	36%	-15%	-17%	-5	-3%	65%[activator]
- CCOc1cc(C#N)c(NC(=O)c2ccc(OC)c(S(=O)(=O)N3CCCC3)c2)cc1OCC
→ -4%	-16%	nt	nt	-20%	nt	-4&-3	-2%	11%
- CCOc1ccccc1NC(=O)N1c2ccccc2Sc2ccccc21
→ ?	12%	-4%	nt	-3%	-8%	4	-10%	15%
- CCCNC(=O)c1ccccc1C(=O)NCCC
→ 23%	-3%	-3%	2%	-7%	-14%	-4	2%	-6%
- CCc1ccc(NC(=O)C2CCCN(S(C)(=O)=O)C2)cc1 (stereo unspecified)
→ 31%	0%	0%	8%	-12%	11%	-13	1%	60%[activator]
- O=C(Nc1ccc2nsnc2c1)c1ccc2c(c1)OCO2
→ -9%	0%	0%	1%	-3%	-11%	6	-4%	7%
- NC(=O)NC(=O)COC(=O)c1ccc2noc(-c3ccccc3)c2c1
→ 2%	7%	-4%	24%	-9%	-6%	-1	0%	63%[activator]
- CCOC(=O)c1ccc(NC(=O)CCC(=O)N2Cc3ccccc3Oc3ncccc32)cc1
→ -7%	119%[activator]	0%	nt	-8%	-6%	-5	-3%	19%
- Cc1ccccc1-c1nnn(CC(=O)N2CCN(S(=O)(=O)c3ccc(Cl)cc3)CC2)n1
→ -13%	-6%	-6%	-5%	-5%	-17%	0	-5%	12%

From PubChem
